KB-V1 cytotox: KB-V1 MDR subline cytotoxicity; Potency, µM (doses to about 46.1 µM), inactives show at the highest dose activity change, negative = cytotoxicity, hits mostly cytotoxic; KB-V1 MDR cells viability, CellTiter-Glo, 72 h; actives 3.4% (n = 400,000); AID 1347076; further: potency means the concentration at half of the fitted maximal effect; on the % scale 0 is the no-effect control and ±100 the full control effect; nearly all actives have a fitted effect of over 60% in size
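Readout: CellTiter-Glo luminescence, 10 min after addition. Cells: KB-V1 MDR subline, 72 h at 37 degrees C with compound. Analysis: corrected, normalized data fitted to concentration-effect curves.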
KB-3-1 cytotox: kills parental KB-3-1 adenocarcinoma cells; KB-3-1 viability, CellTiter-Glo ATP luminescence, 72 h; Potency, µM (titrated, usually from 46.1 µM), without a hit: top-dose activity change, negative = cytotoxic, usual class: cytotoxic; actives 1.4% (n = 400,000); AID 1347075; further: potency means the concentration at half of the fitted maximal effect; on the % scale 0 is the no-effect control and ±100 the full control effect; nearly all actives have a fitted effect of over 60% in size
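Screening of KB-3-1 cells (DMEM, 10% FBS, phenol-red free) ran from lowest to highest compound concentration; after 72 h at 37 °C viability was read luminescently and curves fitted.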
HT1080 IDH1KD tx: HT-1080 IDH1 knockdown cell toxicity (counter line); HT-1080 IDH1 knockdown viability, ATP luminescence, 48 h; Potency, µM (titrated, usually from 46.1 µM), for inactives: at the top dose activity, negative = toxicity, actives largely listed as cytotoxic; AID 686971; actives 2% (n = 360,000);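 further: potency means the concentration at half of the fitted maximal effect; 0% = DMSO wells and -100% = cell-free medium wells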
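After a 2 h attachment period, IDH1KD HT-1080 cells took pin-transferred compound for 48 h at 37 °C; ATP-based luminescence after 10 min room-temperature reagent incubation reported viability.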
ATXN2 expr inh: inhibitors of ATXN2 expression. AID 1745845. HEK-293 ATXN2-luciferase reporter, luminescence, 24 h. actives 0.72% (n = 360,000). Potency, µM (titrated, usually from 57 µM), for the others: at the highest dose activity change, negative = inhibition, actives largely listed as inhibitors; further: potency means the concentration at half of the fitted maximal effect; on the % scale 0 is the no-effect control and ±100 the full control effect; nearly all actives have a fitted effect of over 55% in size
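ATXN2-luciferase reporter cells (luciferase flanked by upstream and downstream ATXN2 gene portions) were treated 24 h at 37 °C with compounds at up to 57 uM. SteadyGlo luminescence gave expression; GF-AFC fluorescence gave viability.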
SW480 rereplic: inducers of DNA re-replication in SW480 colon cancer cells | actives 1.8% (n = 340,000) | AID 624297 | SW480 DNA re-replication, Hoechst DNA content imaging, 48 h | Potency, µM (top dose mostly 46.1 µM), for inactives: at the top dose re-replication activation, usual class: activators; further: potency means the concentration at half of the fitted maximal effect; % of control where 0% means no effect; nearly all actives have a fitted effect of over 55% in size
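Cells (250 per well) received 23 nL compound or DMSO by pin tool and were kept 48 hr at 37 C, 5% CO2. Nuclei were then stained with Hoechst for 40 min and scanned for DNA content.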
ATXN viability: viability counter-screen for ATXN expression inhibitors; S2 cells (HEK-293 line with an ATXN2-luciferase reporter) viability, CellTiter-Fluor protease fluorescence, 24 h; Potency, µM (titrated, usually from 56.7 µM), hits mostly cytotoxic; actives 0.49% (n = 400,000); further: potency means the concentration at half of the fitted maximal effect; nearly all actives have a fitted effect of over 40% in size
HT1080NT lethal: kills 2HG-producing HT-1080-NT fibrosarcoma cells; HT-1080-NT fibrosarcoma viability, CellTiter-Glo ATP luminescence, 48 h; Potency, µM (highest dose often 46.1 µM), inactives show at the top dose activity, negative = less viability, actives largely listed as cytotoxic; actives 1.6% (n = 360,000);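 further: NT is the 2HG producing partner of a matched IDH1 knockdown line; potency means the concentration at half of the fitted maximal effect; 0% = DMSO-treated cells and -100% = media-only wells without cells; nearly all actives have a fitted effect of over 55% in size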
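750 cells/well, RPMI + 5% FBS; 2 h settle, compound pin-transfer, 48 h at 37 degrees C. CellTiter-Glo 10 min RT, luminescence. Normalized to DMSO and media-only wells.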
MCF10A rerep: DNA re-replication induction in MCF 10a cells | Potency, µM (highest dose often 46.1 µM), for the others: at the top dose activity, positive = re-replication, actives largely listed as activators | AID 624296 | MCF 10A DNA re-replication, Hoechst nuclear intensity, 48 h | actives 2.9% (n = 350,000); further: potency means the concentration at half of the fitted maximal effect; % of control where 0% means no effect; nearly all actives have a fitted effect of over 50% in size
IL1B secr inh: inhibitors of inflammasome signaling (IL-1 beta secretion). THP-1 LPS/ATP IL-1B secretion, AlphaLISA, 16 h; stronger effect = lower value. activity change, % at 57.5 µM. actives 4.7% (n = 360,000); in the data active means activity change below about -50%; inconclusive means mostly about -30% to -49%; further: on the % scale 0 is the no-effect control and ±100 the full control effect
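Secreted IL-1B measured by AlphaLISA bead assay after 16 h compound exposure of THP-1 cells; compounds (final up to 57.5 uM) added 1 h before LPS (250 ng/mL) and ATP (1.25 mM) stimulation; lower signal means less secretion.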
Active calls of the source: *; i = inactive; ? = inconclusive; / = no result given; [ ] = another dose, or the depositor's remark. Unless noted, the call rests on the fitted dose curve; in most records, active means well fitted curve in the direction sought with a large enough effect; inconclusive means small, poorly fitted or top-dose-only effect, or another doubt; inactive means no such curve, though single readings can be large; an effect the other way counts as inactive or inconclusive.

SMILES | KB-V1 cytotox | KB-3-1 cytotox | HT1080 IDH1KD tx | ATXN2 expr inh | SW480 rereplic | ATXN viability | HT1080NT lethal | MCF10A rerep | IL1B secr inh
COc1ccc(C(c2sc3nc(C)nn3c2O)N2CCN(CCO)CC2)cc1OC (centres undefined) | -10.5% | 2.2% | 5.7% | 18.3% | -10.2% | i | -3.2% | -5.8% | 33.0
Cc1oc2ccc(O)c(CN3CCCCC3C)c2c1C(=O)Nc1ccccc1 (centres undefined) | ? | -15.3% | / | -23.2% | / | ? | / | / | /
CC1(C)Cc2c(sc(NC(=O)C(=O)N3CCOCC3)c2C#N)CO1 | ? | 16.8% | 11.6% | -19.5% | -9.4% | i | 9.7% | -0.3% | 3.5
CSCCC(NC(=O)c1ccc(Cl)cc1Cl)C(=O)NCc1ccccn1 (centres undefined) | ? | 2.5% | 15.3% | 8.2% | 1.1% | i | 17.8% | 0.4% | 4.6
CC(Oc1ccc2c(-c3ccccc3)cc(=O)oc2c1)C(=O)NCCCn1ccnc1 (centres undefined) | 14.5% | 0.0% | -8.3% | -16.2% | -4.5% | i | -2.4% | ? | -22.8
COc1ccc2c(c1)CC(C(=O)Nc1c(C)cc(C)cc1C)CO2 (centres undefined) | -1.5% | -1.8% | / | 12.1% | / | i | / | / | /
COc1cc(CC(NC(C)=O)C(=O)NC2CCN(c3nc(C)cc(C)c3C#N)CC2)cc(OC)c1 (centres undefined) | -3.5% | -0.7% | -3.8% | -8.4% | -3.2% | i | -1.9% | 4.2% | 1.6
CC(C)(C)OC(=O)N1Cc2ccccc2C[C@H]1C(=O)NCC(=O)Nc1ccc2c(c1)OCCO2 | 11.7% | 5.2% | 0.0% | / | -16.1% | i | 12.2% | 1.6% | 3.5
COc1ccc(C2CCCCC2SCC(=O)O)cc1OC (centres undefined) | 6.7% | 4.7% | 6.9% | / | / | i | -2.2% | / | -1.4
CN(C[C@H](CC1CCCCC1)N(C[C@H](Cc1ccccc1)N(CCc1ccccc1)N=O)N=O)N=O | 6.2% | -15.3% | -9.1% | -1.6% | 11.4% | i | -0.1% | 24.0% | -8.1
CCOC(=O)CCNC(=O)N1CCCC(CNS(=O)(=O)Cc2ccccc2)C1 (centres undefined) | 2.2% | 12.4% | 13.3% | -13.4% | -4.3% | i | 19.9% | -3.5% | -6.5
CC(C)OC(=O)/C(=C/c1ccc(Br)cc1)NC(=O)c1ccco1 | 16.4µM* | -10.5% | -1.9% | 3.9% | -61.1%[inhibitor] | i | -1.7% | 2.6% | 0.0
Cc1ccc2nc3c(cc(S(=O)(=O)c4ccccc4)c(=N)n3C3CCCC3)c(=O)n2c1 | 29.2% | -2.8% | 3.1% | 30.2% | ? | i | 9.5% | 7.5% | 27.6
CCOC(=O)N1CCC(NC(=O)c2ccc(CS(=O)(=O)c3ccccc3C)o2)CC1 | -0.7% | -4.6% | 7.1% | 7.4% | -2.1% | i | 0.0% | 8.4% | -12.8
Cc1ccc(S(=O)(=O)N2CCN(C(=O)N(c3ccccc3)c3ccccc3)CC2)cc1 | -16.8% | -8.9% | -6.3% | -7.6% | 16.5% | i | 7.1% | -4.0% | -2.0
COc1ccccc1CNC(=O)COC(=O)CSc1ccc(F)cc1 | -19.0% | -0.9% | -7.0% | 2.6% | 0.1% | i | -6.9% | -1.3% | 5.7
CCc1cccc(NC(=O)CS(=O)Cc2nc(-c3ccc(C)cc3)oc2C)c1 (centres undefined) | -0.5% | -3.3% | -9.0% | -18.7% | -5.9% | ? | -5.2% | 18.9% | 9.4
CCn1c(=O)n(CC)c2cc(S(=O)(=O)Nc3c(C)cccc3C)ccc21 | -21.0% | -23.6% | -1.4% | -9.5% | 5.6% | i | 2.3% | -4.7% | 9.4
CC(=O)NC(c1cccs1)c1cc(F)c2cccnc2c1O (centres undefined) | 0.0% | 10.3µM* | / | ? | ? | 3.98µM* | / | -18.3% | /
COC(=O)c1ccc(NC2c3ncccc3C(=O)N2Cc2cccs2)cc1 (centres undefined) | -25.5% | -4.2% | -4.9% | 1.1% | 0.3% | i | 0.7% | 7.5% | -5.9
COC(=O)C1CCN(S(=O)(=O)CCNC(=O)c2cccc(OC)c2)CC1 | -29.3% | -7.7% | 5.0% | -3.3% | -7.7% | i | 9.1% | 2.4% | 0.0
O=C(NN=C1CCCCC1)c1ccccc1-n1cccc1 | 28.4% | 12.6% | -7.8% | 0.6% | -0.3% | i | 0.0% | 0.6% | 27.1
COc1ccccc1OCCCSc1nc(-c2ccc(C(C)(C)C)cc2)nc2cc(=O)[nH]n12 | -2.0% | -4.6% | / | -37.3% | / | ? | / | / | /
CN(CC(=O)Nc1ccc(OC(F)(F)F)cc1)C(=O)Cc1c(Cl)cccc1Cl | -10.2% | -11.9% | -1.7% | -11.9% | -15.3% | i | -3.2% | 11.3% | -55.2*
CC[C@]12c3[nH]c4ccc(OC)cc4c3CCN1C(=O)C(CC(=O)NCCc1ccccn1)C[C@@H]2C(=O)N1CCN(C(=O)C2CC2)CC1 (some centres undefined) | -9.7% | 2.4% | 13.3% | 10.0% | ? | i | 16.1% | 7.0% | 3.0
COC(=O)C[C@H]1CC[C@H](NC(=O)c2ccc(F)cc2)[C@@H](CO)O1 | -0.2% | 0.3% | 24.2% | / | / | / | 20.7% | / | 20.0
Cc1nc2ccccc2c(=O)n1NC(=O)c1ccccc1Br | -11.7% | -0.9% | 2.2% | -9.2% | 0.7% | i | 3.5% | 8.3% | 1.6
Cc1cc(=O)oc(C)c1C(=O)NCc1ccccn1 | 15.0% | 1.6% | -2.9% | 0.9% | -3.6% | i | 17.0% | -11.9% | 38.3
COc1ccc(-c2nnc(SCC(=O)N3c4ccccc4Sc4ccccc43)o2)cc1 | ? | -0.1% | 8.8% | -11.7% | 5.1% | i | 6.0% | 21.8% | -5.5
CCN1C(=O)c2cccc3c(S(=O)(=O)Nc4nc(C)cs4)ccc1c23 | -2.7% | ? | -26.4% | 19.9% | -0.9% | i | -23.7% | 14.6µM* | -6.8
COc1cc(CNC(=O)Nc2nc(C(N)Cc3ccc(C(F)(F)F)cc3)cs2)cc(OC)c1OC (centres undefined) | 0.6% | ? | ? | ? | / | ? | ? | / | -59.0*
CCn1c(=O)n(CC(=O)N2CCN(c3ccccc3F)CC2)c(=O)c2ccccc21 | ? | 6.1% | 3.6%[9.24 µM] | 1.7% | -9.8% | i | -4.0% | -1.1% | -11.4
CCOC(=O)C(NC(=O)CC)(Nc1ccc(S(=O)(=O)Nc2ncccn2)cc1)C(F)(F)F (centres undefined) | 4.7% | 4.0% | -9.5% | -12.1% | -1.1% | i | 0.9% | 0.2% | -2.0
CC(NC(=O)c1cccs1)C(=O)NC1=NCCS1 (centres undefined) | 1.1% | 13.2% | 0.3% | 1.4% | -0.9% | i | 5.6% | -8.3% | -16.4
CCC(C)(C)NC(=O)C(c1ccc(OC)cc1)N(Cc1cccs1)C(=O)CCC(=O)Nc1cc(C)on1 (centres undefined) | -23.2% | -8.6% | -22.2% | -25.4% | -2.6% | i | -6.2% | ? | -7.8
Cc1ccc(C)c(OCC(=O)O/N=C(\N)c2cccc([N+](=O)[O-])c2)c1 | 17.1% | 7.4% | -16.5% | 0.1% | 18.6% | i | -6.8% | 0.0% | -27.2
Cc1cc(SCC(=O)Nc2ccc(Cl)cc2)nc2ccccc12 | 5.3% | 0.0% | / | -12.7% | / | i | / | / | /
COc1cc(C(=O)OC2CC3CCC2(C)C3(C)C)ccc1OC(C)=O (centres undefined) | ? | 0.0% | -9.2% | 20.7% | ? | ? | 0.7% | 14.6µM* | -8.9
Cc1cc(N(C)Cc2ccccc2)nc(-c2ccccc2)n1 | ? | ? | ? | -12.0% | ? | i | -15.4% | ? | 23.1
CCc1nc2c(OCCOc3ccccc3)cccn2c1N(C)C(=O)c1ccc(C)cc1 | -0.4% | 0.0% | -15.5% | -25.0% | / | ? | -13.7% | / | 0.0
COCCNC(=O)c1nn2cccnc2c1Cl | 15.5% | -0.9% | 4.8% | -4.8% | -4.5% | i | 4.2%[9.24 µM] | -0.2% | 0.0
c1cc(-c2ccsc2)n2cnnc2c1 | 4.5% | 0.0% | 1.8% | 12.7% | / | i | 0.1% | / | 13.0

From PubChem BioAssay
